E coli WT exp – growth inhibitors of E. coli BW25113 wild type; AID 710; 98,000 compounds, 0.15% hits; growth inhibition, % at 100 µM; OD600 absorbance;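 active = growth inhibition above about 50% at one test dose, limit read from the data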;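 also: growth measured after 20 h incubation at 37 °C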
ERb SRC1 inh – ER-beta (human) coactivator binding inhibition. Q92731. TR-FRET ER-beta LBD / SRC1-Cy5 peptide binding; receptor agonist-loaded with 1 µM estradiol. inhibition, % at 25.6 µM. 86,000 compounds, 1.3% hits. AID 633;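 active = compounds whose percent inhibition of the receptor-coactivator binding signal exceeds about 50% in the single-dose screen, limit read from the data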;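 also: 0% = receptor plus peptide wells without compound and 100% = peptide-only wells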
MT1-MMP txn act – activates MT1-MMP transcription; HT1080 MT1-MMP promoter luciferase reporter, luminescence, overnight; hits give high values; activation factor at 10 µM; 86,000 compounds, 0.16% hits;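 active = activation factor of at least 2 for MT1-MMP transcription at 10 µM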
Mac1 fbg enh – enhancers of human CD11b/CD18 binding to fibrinogen. activation, % at 10 µM. 93,000 compounds, 0.07% hits. K562 CD11b/CD18 adhesion to fibrinogen, ATPlite luminescence. P05107+P11215;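 active = 10 µM primary screen giving 50% or more activity, confirmed by 40% or more on retest at that dose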; also: strong numbers were not always called active; reference of the scale not given here
Target sequence (P05107 whole entry, looked up, other chains not shown): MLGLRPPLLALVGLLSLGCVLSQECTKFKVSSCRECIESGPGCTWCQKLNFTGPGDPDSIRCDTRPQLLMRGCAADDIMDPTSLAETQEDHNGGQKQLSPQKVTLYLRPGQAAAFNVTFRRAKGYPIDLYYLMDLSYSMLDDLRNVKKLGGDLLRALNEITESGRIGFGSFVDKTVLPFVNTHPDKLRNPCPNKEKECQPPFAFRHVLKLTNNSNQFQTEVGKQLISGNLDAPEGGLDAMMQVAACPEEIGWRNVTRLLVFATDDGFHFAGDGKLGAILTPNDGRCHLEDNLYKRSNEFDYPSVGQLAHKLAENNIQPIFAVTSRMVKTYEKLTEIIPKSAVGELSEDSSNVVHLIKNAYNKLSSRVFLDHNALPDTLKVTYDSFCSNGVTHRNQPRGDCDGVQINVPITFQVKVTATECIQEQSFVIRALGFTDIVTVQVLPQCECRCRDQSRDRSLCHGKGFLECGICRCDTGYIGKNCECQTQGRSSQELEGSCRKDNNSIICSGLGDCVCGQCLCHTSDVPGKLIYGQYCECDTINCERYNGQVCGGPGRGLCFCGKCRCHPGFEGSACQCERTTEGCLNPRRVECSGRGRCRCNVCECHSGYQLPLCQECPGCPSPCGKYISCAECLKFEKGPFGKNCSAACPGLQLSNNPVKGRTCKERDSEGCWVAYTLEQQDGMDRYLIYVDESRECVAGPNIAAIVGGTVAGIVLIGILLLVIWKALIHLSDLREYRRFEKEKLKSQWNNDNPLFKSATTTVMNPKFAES
PLAP act – human PLAP activation. 96,000 compounds, 1.2% hits. purified PLAP enzyme, luminescent substrate read-out; hits give high values. activation fold at 20 µM. P05187; in the data active = activation fold above about 2
ERa coact inh – blocks coactivator binding to human estrogen receptor alpha. 86,000 compounds, 1.7% hits. TR-FRET ER-alpha LBD / SRC-1 peptide, estradiol-bound. inhibition, % at 25.6 µM; in the data active = inhibition above about 50%;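 also: 0% = receptor plus peptide control and 100% = peptide only without receptor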
CD11b adhes inh – blocks human CD11b/CD18 adhesion to fibrinogen; P05107+P11215; K562 CD11b/CD18 adhesion to fibrinogen, ATPlite luminescence; Mn2+ added to activate the integrin; inhibition, % at 10 µM; 93,000 compounds, 0.54% hits;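 active = primary inhibition of 50% or more at 10 µM, then 40% or more on retest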; also: some results filed as inactive read as strong as hits
ERa coact pot – ER-alpha (human) coactivator binding potentiation. coactivator binding (% of control), % at 25.6 µM. TR-FRET ERalpha-LBD/SRC-Cy5 coactivator binding, 2 h; 100 = basal binding, no effect. 86,000 compounds, 1.3% hits; in the data active = activity above about 200%;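 also: binding measured in presence of low estradiol as agonist stimulus; 0% = peptide alone without receptor and 100% = receptor with peptide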
FAK inh – blocks human focal adhesion kinase activity. AID 727. biochemical FAK kinase activity assay. Q05397. inhibition, %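 (tested at 7 µM)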. 97,000 compounds, 0.84% hits; in the data active = inhibition above about 19%;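 also: 0% = DMSO and 100% = reference compound high control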
* = called active by the depositor; x = not tested or not shown; [ ] = another dose, or the depositor's remark. Compounds were not picked by outcome. Share with any hit: about 5.1%.

SMILES	E coli WT exp	ERb SRC1 inh	MT1-MMP txn act	Mac1 fbg enh	PLAP act	ERa coact inh	CD11b adhes inh	ERa coact pot	FAK inh
C=CCn1c(SCc2ccc([N+](=O)[O-])cc2)nnc1C(C)NC(=O)c1ccccc1 (stereo unspecified)	0	x	x	-2	1	x	12	x	-2
O=C(NCCc1cccs1)C1CC(c2cccc([N+](=O)[O-])c2)=NO1 (stereo unspecified)	10	x	x	-4	1.1	x	10	x	3
CCc1nnc(NC(=O)CSc2nnc(-c3ccc(S(=O)(=O)N(CC)CC)cc3)n2CC)s1	-1	13	1.2	-1	1.6	26	10	90	-2
c1coc(CN(Cc2cccs2)Cc2nnnn2C2CCCCC2)c1	2	-8	1.1	x	x	-10	x	103	0
N#CC1=C(N)Oc2cc3ccccc3cc2C1c1cccs1 (stereo unspecified)	0	0	1.1	2	0.8	8	-6	105	7
CCc1ccc(C(C)NC(=O)/C(C#N)=C\c2cn[nH]c2-c2ccccc2)cc1 (stereo unspecified)	-1	x	x	-3	1.8	x	28	x	3
Cc1nc(-c2ccccc2)sc1C(=O)CSc1ccc(Br)cc1	-5	x	x	-1	0.8	x	8	x	0
O=C(COc1ccc(Cl)cc1Cl)NC1CCSC1=O (stereo unspecified)	3	6[fluorescence artefact?]	1.8	6	1.6	3[fluorescence artefact?]	12	97	2
Cc1[nH]n(-c2ccc([N+](=O)[O-])cc2)c(=O)c1C=NCCN1CCN(C(=O)c2cccc(F)c2)CC1	1	0	1.2	0	1.7	5	-4	99	-3
O=C(CNC(=O)c1ccco1)OCC(=O)c1ccccc1	7	5	1	5	1.1	-9	6	114	-4
CCOC(=O)C1CCN(Cc2ccc(O)c3ncccc23)CC1	2	18[fluorescence artefact?]	1.1	3	1.8	-4[fluorescence artefact?]	-3	104	-1
O=C(Nc1ccc(CN2CCOCC2)cc1)c1cccs1	4	-13	1.2	0	1	-23	-12	124	-1

Ordered by heavy-atom count (descending): six of the compounds above.
SMILES	E coli WT exp	ERb SRC1 inh	MT1-MMP txn act	Mac1 fbg enh	PLAP act	ERa coact inh	CD11b adhes inh	ERa coact pot	FAK inh
Cc1[nH]n(-c2ccc([N+](=O)[O-])cc2)c(=O)c1C=NCCN1CCN(C(=O)c2cccc(F)c2)CC1	1	0	1.2	0	1.7	5	-4	99	-3
c1coc(CN(Cc2cccs2)Cc2nnnn2C2CCCCC2)c1	2	-8	1.1	x	x	-10	x	103	0
O=C(NCCc1cccs1)C1CC(c2cccc([N+](=O)[O-])c2)=NO1 (stereo unspecified)	10	x	x	-4	1.1	x	10	x	3
Cc1nc(-c2ccccc2)sc1C(=O)CSc1ccc(Br)cc1	-5	x	x	-1	0.8	x	8	x	0
N#CC1=C(N)Oc2cc3ccccc3cc2C1c1cccs1 (stereo unspecified)	0	0	1.1	2	0.8	8	-6	105	7
O=C(CNC(=O)c1ccco1)OCC(=O)c1ccccc1	7	5	1	5	1.1	-9	6	114	-4

(more compounds)
SMILES	E coli WT exp	ERb SRC1 inh	MT1-MMP txn act	Mac1 fbg enh	PLAP act	ERa coact inh	CD11b adhes inh	ERa coact pot	FAK inh
O=c1oc2ccccc2c2c1ncn2C1CCCCC1	2	-9	1.1	0	1.1	-2	0	117	1
Cc1cc(C)c(NC(=O)NC(=O)c2cccc(F)c2)c(C)n1	5	-5	1.7	-6	0.8	3	2	99	1
COc1ccc(N2C(=O)c3ccccc3NC23C(=O)N(C)c2ccccc23)cc1 (stereo unspecified)	-11	x	x	-4	1.4	x	-3	x	0
O=C1CC(C(=O)Nc2ccccc2)C2(CCCC2)O1 (stereo unspecified)	-6	x	1.1	-1	1	x	0	x	0
C=C(Cl)COc1ccc2c(C)cc(=O)oc2c1	0	9	1.1	x	x	1	x	108[fluorescence artefact?]	4
O=C(NCc1ccccc1)C1CCN(S(=O)(=O)N2CCCCCC2)CC1	7	-12	1.1	x	x	-4	x	100	-6
COc1ccc(OC)c(S(=O)(=O)N2CCN(c3ccccn3)CC2)c1	6	-5	1.3	x	1.1	14	x	97	4
COc1ccc(S(=O)(=O)N2CCC(C(N)=O)(N3CCCCC3)CC2)cc1	-6	-4	1.1	3	0.9	2	0	91	-3
CCn1c(SCC(=O)Nc2ccc(NC(=O)c3ccco3)cc2)nnc1-c1cccs1	x	6	1.2	x	x	8	x	101	1
CCC(C)(C)n1nnnc1CN(Cc1cc2cc(OC)ccc2[nH]c1=O)C1CCCC1	2	2	1.2	1	1.4	-10	-12	106	1
Cc1ccc(N2C(=O)CC2(C#N)c2ccc(OCc3ccccc3)cc2)cc1 (stereo unspecified)	-2	x	x	0	0.8	x	8	x	-1
Cn1ncc(N=Cc2ccccc2O)c1C(=O)Nc1ccccc1	10	2[fluorescence artefact?]	1	1	0.8	4[fluorescence artefact?]	-10	151	-4
Cc1cc(C(=O)OCC(=O)NCCCN2CCCC2=O)c2ccccc2n1	0	1[fluorescence artefact?]	1.1	x	1	8	x	116	0
Cc1ccc2[nH]cc(C(=O)CN3CCN(c4ccccc4F)CC3)c2c1	6	-14[fluorescence artefact?]	1.1	-4	0.9	-5	0	115	-5
COc1ccccc1N1CCN(S(=O)(=O)c2ccccc2F)CC1	0	-4	1	0	1	-6	-23	101	0
COc1ccc(CNc2nc3c(c(=O)n(Cc4ccc(Br)cc4)c(=O)n3C)n2C)cc1	-13	4	0.9	3	1.7	12[fluorescence artefact?]	23	107	6
CCOC(=O)/C(=C\c1ccccc1)C(=O)c1cc(C(C)=O)c(Nc2ccccc2)s1	-21	3[fluorescence artefact?]	x	0	1.4	10	-6	123	-1
CCCCOC(=O)Nc1nc2ccccc2s1	-6	1	1.8	x	1	-2	x	99	3
COc1ccc(C(=O)Nc2nc(C)c(C)s2)cc1OC	6	-8	1.6	0	1.2	0	-20	106	-1
CN(C)c1ccc(/C=C/c2cc[n+](C)cc2)cc1	33	-14[fluorescence artefact?]	1	0	0.5	-30[fluorescence artefact?]	6	106[fluorescence artefact?]	1
O=C(CCc1nc2ccccc2s1)N1CCN(S(=O)(=O)c2cccs2)CC1	-5	14[fluorescence artefact?]	1.4	-1	1.8	-5[fluorescence artefact?]	10	93	-2
CCC(=O)N(Cc1cccs1)C1CCOC(C)(C)C1 (stereo unspecified)	-3	-10	1.3	-2	0.9	-5	-1	125	-1
O=C(c1coc2ccc(O)c(CN3CCOCC3)c12)C1CC1	5	14	1.1	-2	1	7[fluorescence artefact?]	-11	101	1
O=C1c2ccccc2CCC12N=NCC2c1ccc(Cl)cc1 (stereo unspecified)	-6	-2	1.2	x	1	-1	x	86	2
N/C(=N\OC(=O)c1ccc(Cl)cc1)c1nonc1N	-6	x	x	4	0.7	x	-29	x	1
Cc1cc(N2C(=O)C(=O)/C(=C(/O)c3ccc(F)cc3)C2c2ccc(F)cc2)no1 (stereo unspecified)	1	-5	1.1	-4	1.2	-5	-25	111	-2
CC1(C)CC(OC(=O)c2ccco2)CC(C)(C)N1O	-8	-3	1.2	1	1	-6	-14	125	1
COc1ccccc1-n1c(SCC(=O)NC(C)(C)C)nc(O)c(Cc2ccccc2)c1=O	5	-9	1.1	x	1	-4	x	104	-4
Cc1nnc(SCc2nnc(-c3ccccc3)o2)n(N)c1=O	12	7	1.1	-3	0.9	-4	-6	119	x
O=C(NCCN1C(=O)C2C3C=CC(C3)C2C1=O)N1CCOCC1 (stereo unspecified)	7	-4	1	1	1	-5	4	115	-5
Cn1cc(S(=O)(=O)NCc2ccco2)c(=O)n(C)c1=O	-3	-4	x	4	0.8	-2	-6	122	4
COc1ccc(/C=C/C(=O)c2ccc(O)cc2)cc1COc1ccc(F)cc1	-31	x	x	-2	1.1	x	8	x	6
O=C(COC(=O)c1ccncc1)NCc1ccccc1	1	-8	1.1	-1	1.2	-7	-10	117	-2
COc1cc(C)c(C)cc1S(=O)(=O)N1CCCCC1c1cccnc1 (stereo unspecified)	10	1	1.2	5	1.2	-7	6	89	0
CN(C)S(=O)(=O)c1ccc(NC(=O)c2cc3ccccc3o2)cc1	12	x	1.4	-5	0.7	x	11	x	2
CCCCC1OC23CCCCC2C(C#N)(C(=N)O3)C1(C#N)C#N (stereo unspecified)	3	2	1.1	4	1.1	-6	-15	89	-3
CCOC(=O)Cn1cnc([N+](=O)[O-])n1	8	-22	1.1	-1	1	-12	-21	99	1
COc1cc(S(=O)(=O)NC2CCCCC2C)ccc1Cl (stereo unspecified)	7	-2	1.1	-3	0.8	0	-9	88[fluorescence artefact?]	1
NNC(=O)Cc1cn(-c2ncc(C(F)(F)F)cc2Cl)c2ccccc12	10	-3[fluorescence artefact?]	1.1	3	1	8[fluorescence artefact?]	8	116	-1
Cn1c(C(=O)NCCN2CCN(c3ccccc3F)CC2)cc2c(=O)n(C)c3ccccc3c21	-8	0	1	-2	1.5	-4	1	114	x
O=C(C1CC1)N1CCC(c2nc(-c3ccc(S(=O)(=O)NCC4CCCO4)cc3)no2)CC1 (stereo unspecified)	-8	-6	1	-3	1.2	3	62*	122	5
CCCCn1c(N)c(Sc2ccccc2)c(=O)[nH]c1=O	1	2	1.2	-1	0.9	0	-10	91	0
O=C(CCS(=O)(=O)c1ccc(Br)s1)NC1CCCC1	3	-9	1	5	0.9	-6	-1	103[fluorescence artefact?]	1
CCC(=O)Nc1sc2c(c1C(N)=O)CCN(C(C)=O)C2	12	7	1.1	x	x	1	x	130	x
Cc1ccccc1C(=O)N=c1c(C#N)cc2c(=O)n3cccc(C)c3nc2n1Cc1ccco1	-11	8	1.2	-3	1.1	-5	-24	101	1
O=C(/C=C/Nc1cccc(C(F)(F)F)c1)c1ccc(Oc2ncccn2)cc1	-4	x	x	-2	1	x	17	x	-2
COc1ccccc1NC(=O)C1CCCN1C(=O)NCc1ccccc1 (stereo unspecified)	-15	0	1.1	-4	0.8	-16	-8	115	-10
CC(=O)Nc1ccc(N2C(=O)CC(N3CC(C)OC(C)C3)C2=O)cc1 (stereo unspecified)	7	4	1.1	-2	1	2	0	95	-1
CCOc1ccc(S(=O)(=O)N(CC(=O)O)c2ccc(C)cc2)cc1	1	-8	1.2	3	1.3	-16	-14	104	-5
CCC(=O)NC(=S)Nc1ccccc1OC	0	x	x	1	0.9	x	-2	x	3
CC(C)(C)C(=O)NC1(C(F)(F)F)C(=O)Nc2c1c(=O)[nH]c(=O)n2Cc1ccco1 (stereo unspecified)	6	-7	1.1	-3	0.9	-4	6	117	x
CCCCCC(=O)N/N=C(\C)c1ccc(Cl)cc1	3	x	x	-2	1.1	x	3	x	-2
